Screening results (PubChem BioAssay)
RAD52 inh: inhibitors of human RAD52 DNA annealing; P43351; AID 651710; recombinant RAD52 DNA annealing, FRET fluorescence; actives 0.46% (n = 360,000); inhibition, % at 18.7 µM;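 active means every replicate showing at least 50% inhibition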
esBAF inh: inhibitors of esBAF chromatin remodeling in mouse ES cells; Bmi1-luciferase knock-in reporter, 24 h; 100% = twice the neutral-well signal; actives 2% (n = 350,000); reporter increase, % at 12.5 µM; AID 602393; in the data active means activation above about 40%;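 further: 0% = median of the plate's neutral control wells and 100% = double that signal; a rise in the Bmi1 reporter signal indicates esBAF inhibition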
EWS-Fli block: inhibitors of EWS/Fli oncoprotein transcriptional activity; actives 0.67% (n = 350,000); inhibition, % at 12.6 µM; A673 NR0B1-luciferase reporter, viability-normalised; AID 651661;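 active means mean inhibition of at least 50% after viability correction, with every replicate also passing that limit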;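 further: firefly luciferase signal divided by Alamar Blue viability fluorescence both relative to DMSO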
S100A4 inh HTS: inhibitors of human S100A4 binding to myosin IIA peptide; P26447; S100A4/TAMRA-MyoIIA peptide fluorescence polarization; inhibition, % at 10.7 µM; actives 0.14% (n = 360,000); AID 652163;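 active means mean inhibition of at least 70% across replicates, with every replicate also reaching that level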
Target sequence (P26447 whole entry, looked up): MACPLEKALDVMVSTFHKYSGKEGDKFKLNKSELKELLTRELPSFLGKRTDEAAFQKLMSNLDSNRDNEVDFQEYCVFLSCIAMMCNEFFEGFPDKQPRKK
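Test system: S100A4 monomer protein. Medium: HEPES buffer with Ca2+, pH 7.2. Reagent: fluorescent myosin IIA peptide, 5 nM. Compound dosing: single-point compound testing. Timing: 5 min between mix addition and reading. Benchmarks: DMSO neutral and TFP positive wells.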
RAD54 branch: inhibitors of human RAD54 branch migration | Q92698 | RAD54 Holliday junction branch migration, FAM/BHQ fluorescence | inhibition, % at 10.4 µM | actives 0.14% (n = 360,000) | AID 602329;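 active means mean normalized replicate activity at least 40 and at least half of replicates scoring 40 or more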;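 further: 0% = median of neutral control wells and 100% = median of positive control wells; inhibitors cause a drop in the FAM fluorescence signal; in these data hits start at about 50%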
Target sequence (Q92698 whole entry, looked up): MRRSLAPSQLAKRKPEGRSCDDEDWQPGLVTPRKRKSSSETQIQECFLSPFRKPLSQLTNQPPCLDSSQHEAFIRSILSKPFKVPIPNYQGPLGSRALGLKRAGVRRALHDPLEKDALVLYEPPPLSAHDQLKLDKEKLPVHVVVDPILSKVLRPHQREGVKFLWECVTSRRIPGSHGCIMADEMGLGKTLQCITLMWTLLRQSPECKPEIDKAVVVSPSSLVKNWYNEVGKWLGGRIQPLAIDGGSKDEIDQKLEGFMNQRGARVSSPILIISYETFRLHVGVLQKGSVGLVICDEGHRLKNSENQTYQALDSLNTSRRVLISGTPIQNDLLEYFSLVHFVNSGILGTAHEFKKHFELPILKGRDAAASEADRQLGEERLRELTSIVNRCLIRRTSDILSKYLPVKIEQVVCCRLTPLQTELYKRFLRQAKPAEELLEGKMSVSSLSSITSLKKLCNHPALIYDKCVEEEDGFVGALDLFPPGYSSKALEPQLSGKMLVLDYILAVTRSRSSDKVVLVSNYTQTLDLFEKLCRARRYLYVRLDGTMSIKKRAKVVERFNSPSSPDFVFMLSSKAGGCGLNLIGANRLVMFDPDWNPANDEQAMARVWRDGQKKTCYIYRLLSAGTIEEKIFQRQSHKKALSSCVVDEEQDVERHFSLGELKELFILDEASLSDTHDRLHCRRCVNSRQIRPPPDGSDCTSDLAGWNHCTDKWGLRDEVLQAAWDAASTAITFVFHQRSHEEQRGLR
E-sel inducer: E-selectin induction on HUVECs. P16581. HUVEC E-selectin immunofluorescence imaging; normalized: neutral wells 0, TNF-alpha wells 100. activation, % at 7.58 µM. actives 0.37% (n = 260,000). AID 686992;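 active means mean E-selectin-positive cell signal at least 10% of the positive control, reached in at least 60% of replicates, without over 20% cell loss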;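 further: in these data hits start at about 27%; measured in HUVEC primary endothelial cells; signal is the percent of cells scored E-selectin positive by PE staining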
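Test system – human umbilical vein endothelial cells (HUVEC), E-selectin induction · Input – 3,000 HUVEC seeded per well · Buffer or medium – EGM-2, gelatin · Compound dosing – single-point compound dose · Detection – immunofluorescence imaging · Measure – percent E-selectin-positive cells · Controls – TNF-alpha high, DMSO low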
FN deposition inh: fibronectin deposition inhibition. AH1F fibroblasts, Alexa488-fibronectin deposition fluorescence, overnight. inhibition, % at 12.6 µM. actives 0.086% (n = 350,000). AID 743247;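 active means mean inhibition across replicates of 30% or more, regardless of how many single replicates reach that level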;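 further: positive control wells lacked labelled fibronectin entirely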
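Test system: AH1F fibroblast monolayer depositing Alexa488-labelled fibronectin into matrix. Input: 10000 cells per well. Technique: fluorescence, ex 485 nm, em 525 nm. Buffer or medium: DMEM plus 2% serum, read in PBS. Timing: 1 h cell adhesion before compound, then overnight fibronectin incubation. Compound: single dose, pinned. Read-out basis: inhibition from reduced deposited-fibronectin fluorescence.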
Xi reactivation: reactivates the inactive X chromosome in mouse fibroblasts | XiGFP mouse fibroblasts, % GFP-positive cells imaging, 3 d; cells co-treated with 5-aza-dC sensitizer; scaled so ellipticine positive control = 100% | activation, % at 7.58 µM | actives 0.055% (n = 360,000);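 active means mean normalized replicate activation at least 10% and every replicate at or above 10%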;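 further: 0% = median of on-plate neutral control wells and 100% = ellipticine 6 µM median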
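System: SV40-immortalized XiGFP fibroblast cells, line 68-5-11 / Incubation: 3-day compound exposure, then 15 min fixation at room temperature / Compound: single concentration per compound, delivered by pin transfer / Buffer or medium: DMEM plus 5-aza-dC sensitizer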
Starred values were filed as active, the others as inactive; . = no result given; & = joins results of further samples.

No. | SMILES | E-sel inducer | RAD52 inh | S100A4 inh HTS | EWS-Fli block
1 | CC(C)(C)N(Cc1ccccc1)C(=O)COC(=O)C1CC(=O)N(Cc2ccccc2)C1 (configuration not stated) | 1.6 | -11 | -7 | 5
2 | COc1ccc(CN(C)C[C@@H]2Oc3ccc(NS(=O)(=O)c4ccc(F)cc4)cc3C(=O)N([C@@H](C)CO)C[C@H]2C)cc1 | -6.1 | 6 | 19 | 6
3 | Cc1ccc(CC(CC(=O)Nc2cccc(C(F)(F)F)c2)C(=O)O)cc1 (configuration not stated) | 0.0 | -11 | -1 | 0
4 | Cc1c([N+](=O)[O-])cc(C(=O)Nc2ccc(NC(=O)c3ccco3)cc2)cc1[N+](=O)[O-] | . | -4 | -4 | 10
5 | C[C@@H]1CCCCO[C@@H](CN(C)C(=O)CCCN(C)C)[C@H](C)CN([C@H](C)CO)C(=O)c2cc(NC(=O)Nc3cccc4ccccc34)ccc2O1 | 0.0 | 25 | 53 | -2
6 | CN(C)C(=O)c1cc([N+](=O)[O-])ccc1O | 0.4 | -7 | 3 | 11
7 | O=C(O)CN=C(Nc1cc(Cl)cc(Cl)c1)NC(c1ccccc1)c1ccccc1 | 0.1 | -14 | -1 | -7
8 | O=C(Nc1c2c(nn1-c1ccc(F)cc1)CS(=O)C2)c1ccc(Br)o1 (configuration not stated) | -0.6 | -21 | -5 | -1
9 | CC(C)CN1CCN(Cc2cccn2-c2ccc(Cl)cn2)CC1CCO (configuration not stated) | . | -17 | -3 | 0
10 | CS(=O)(=O)Nc1ccccc1C(=O)NCCSCc1ccccc1 | . | -11 | 16 | -3

No. | Xi reactivation | FN deposition inh | esBAF inh | RAD54 branch
1 | 0.6 | -5 | 6 | 3
2 | -0.1 | . | 1 | -4
3 | 0.1 | 5 | . | .
4 | . | -6 | 1 | -5
5 | -0.8 | . | 0 | 8
6 | 0.1 | 13 | . | .
7 | -0.1 | -2 | . | .
8 | 0.1 | -6 | 2 | -13
9 | 0.1 | . | . | .
10 | 0.1 | 11 | . | .

Other records follow.
No. | SMILES | E-sel inducer | RAD52 inh | S100A4 inh HTS | EWS-Fli block
11 | O=C(COc1ccc(Br)cc1CNC1CCCC1)Nc1ccccc1 | 4.9 | -1 | -3 | 4
12 | CCCNC(=O)C1(C)CCCN(CC(=O)c2ccc3c(c2)OCCO3)C1 (configuration not stated) | 0.0 | -21 | 3 | -1
13 | C/C=C/c1cnc2c(c1)C(=O)N([C@H](C)CO)C[C@H](C)[C@H](CN(C)C(=O)C1CC1)O2 | 0.0 | . | . | -11
14 | C[C@H](CO)N1C[C@H](C)[C@H](CN(C)Cc2ccc(Oc3ccccc3)cc2)Oc2c(NC(=O)Nc3ccc(F)cc3)cccc2C1=O | 0.1 | -12 | -13 | 18
15 | Cc1cccc(-n2c(C)c(C)c3c(N)ncnc32)c1 | . | -8 | -1 | -13
16 | Cc1ccc(S(=O)(=O)Nc2ccc3c(c2)C(=O)N([C@H](C)CO)C[C@@H](C)[C@H](CN(C)Cc2ccc4c(c2)OCO4)OCCCC[C@H](C)O3)cc1 | -0.2 | 16 | 24 | 23
17 | COc1ccc(O)c(/C=N/N=C2/C(=O)Nc3ccccc32)c1 | -0.1 | -9 | 10 | 30
18 | COc1cc2c(C)nc3c(cnn3-c3ccccc3)c2cc1OC | . | -10 | 4 | -89
19 | C=CCn1c(SCC(=O)Nc2ccc(C(=O)OC(C)C)cc2)nnc1-c1cccs1 | . | 2 | -1 | .
20 | CCCCCCOc1ccc(N2C(=O)CC(N3CCN(CCN=CC4=C(O)CC(C)(C)CC4=O)CC3)C2=O)cc1 (configuration not stated) | . | -15 | -8 | 11

No. | Xi reactivation | FN deposition inh | esBAF inh | RAD54 branch
11 | -0.1 | 3 | -3 | -7
12 | 0.1 | 6 | -5 | -6
13 | 0.3 | . | -4 | .
14 | 0.1 | . | -9 | -2
15 | 0.0 | -2 | 11 | -9
16 | -0.9 | . | -4 | -7
17 | 0.0 | 4 | 12 | 4
18 | 0.0 | 10 | . | .
19 | . | . | 5 | -6
20 | 0.0 | 17 | . | .

Compound profiles, as listed above. Order of screens: E-sel inducer	RAD52 inh	S100A4 inh HTS	EWS-Fli block	Xi reactivation	FN deposition inh	esBAF inh	RAD54 branch
C/C=C/c1cnc2c(c1)C(=O)N([C@H](C)CO)C[C@H](C)[C@H](CN(C)C(=O)C1CC1)O2 across the screens: 0.0	.	.	-11	0.3	.	-4	.
CN(C)C(=O)c1cc([N+](=O)[O-])ccc1O across the screens: 0.4	-7	3	11	0.1	13	.	.
O=C(COc1ccc(Br)cc1CNC1CCCC1)Nc1ccccc1 across the screens: 4.9	-1	-3	4	-0.1	3	-3	-7
COc1ccc(CN(C)C[C@@H]2Oc3ccc(NS(=O)(=O)c4ccc(F)cc4)cc3C(=O)N([C@@H](C)CO)C[C@H]2C)cc1 across the screens: -6.1	6	19	6	-0.1	.	1	-4
Cc1ccc(CC(CC(=O)Nc2cccc(C(F)(F)F)c2)C(=O)O)cc1 (configuration not stated) across the screens: 0.0	-11	-1	0	0.1	5	.	.

The results go on.
No. | SMILES | E-sel inducer | RAD52 inh | S100A4 inh HTS | EWS-Fli block
21 | CN(C)NC(=O)C12CCC(C)(C(=O)O1)C2(C)C (configuration not stated) | -0.5 | -4 | -1 | -4
22 | CC(C(=O)NC(C)(C)C)n1c(C(c2ccccc2)c2ccccc2)nc2ccccc21 (configuration not stated) | -0.2 | -2 | 2 | -6
23 | OC(COc1ccc(CNCc2cccnc2)cc1)CN1CCc2ccccc2C1 (configuration not stated) | . | -37 | 6 | 10
24 | Cc1ccc(S(=O)(=O)NCCSc2nnnn2-c2ccc(C(N)=O)cc2)cc1 | -0.3 | -1 | -2 | 7
25 | Cc1cc2nc(-c3ccco3)c(Cc3cccc(Cl)c3)n2c(C)c1Br | -0.4 | -18 | -4 | 19
26 | COCC#Cc1cnc2c(c1)C(=O)N([C@H](C)CO)C[C@@H](C)[C@H](CN(C)C(=O)Nc1ccccc1OC)O2 | -0.1 | -5 | -4 | -8
27 | O=C(COc1ccccc1)NC(=S)Nc1ccc(Br)cn1 | . | -16 | -6 | -7
28 | O=C(C[C@@H]1C[C@@H]2c3cc(NC(=O)Nc4ccccc4F)ccc3O[C@@H]2[C@H](CO)O1)NCc1ccc(Oc2ccccc2)cc1 | 1.4 | -18 | 3 | -5
29 | CCOC(=O)N1CCN(CC(=O)Nc2cc(C)nn2-c2nc3ccccc3s2)CC1 | . | -18 | -3 | -4
30 | Cc1noc(C)c1NC(=O)N(C)C[C@@H]1Oc2c(NC(=O)C3CC3)cccc2C(=O)N([C@H](C)CO)C[C@@H]1C | -0.6 | 9 | -2 | -2

No. | Xi reactivation | FN deposition inh | esBAF inh | RAD54 branch
21 | -0.2 | 13 | . | .
22 | 0.1 | -4 | . | .
23 | 0.0 | -7 | . | .
24 | 0.0 | 0 | -7 | 1
25 | 0.1 | -4 | . | .
26 | 0.7 | . | -5 | 1
27 | 0.0 | -6 | . | -8
28 | 0.1 | -13 | 3 | 11
29 | . | . | -1 | 3
30 | 0.1 | . | -2 | -6

Next section:
No. | SMILES | E-sel inducer | RAD52 inh | S100A4 inh HTS | EWS-Fli block
31 | COc1ncccc1C(=O)NC1CCCc2c1cnn2-c1ccc(C)c(C)c1 (configuration not stated) | . | 0 | -2 | 4
32 | COc1ccc(NC(=O)Cc2coc3cc(C)ccc23)cc1S(=O)(=O)N1CCOCC1 | . | . | . | .
33 | COc1ccc(-c2ccc3c(c2)O[C@H](CN(C)Cc2ccccc2C(=O)O)[C@H](C)CN([C@@H](C)CO)S3(=O)=O)cc1 | -0.3 | -4 | -3 | -1
34 | COCCSc1ccccc1C(=O)Nc1ccc(Cl)cn1 | 4.8 | -19 | -2 | -48
35 | COc1ccc(NC(=O)N(C)C[C@H]2OCc3cnnn3CCCC(=O)N([C@H](C)CO)C[C@@H]2C)cc1 | 1.3&-0.1 | -11&-3&0 | -3&-9&-3 | -5&0&-3
36 | Cc1ccc(Oc2ncccc2NC(=O)CC(CC(=O)O)c2ccccc2)c2c1CCC2 (configuration not stated) | 0.2 | -19 | 0 | 1
37 | Cc1noc(C)c1S(=O)(=O)Nc1ccc2c(c1)C(=O)N([C@@H](C)CO)C[C@H](C)[C@@H](CN(C)C(=O)Nc1cccc3ccccc13)O2 | -1.3 | -2 | 9 | 1
38 | COc1cccc(CCNC(=O)C2CCC(=O)N(Cc3cccc(OC)c3)C2)c1 (configuration not stated) | 6.4 | -15 | -1 | .
39 | CS(=O)(=O)N1CCN(c2ccccc2NC(=S)NC(=O)c2cccs2)CC1 | . | -3 | 0 | 10
40 | O=C(CN1C(=O)NC2(CCOc3ccccc32)C1=O)Nc1cccc([N+](=O)[O-])c1 (configuration not stated) | -0.3 | -20 | -4 | 10
41 | Cc1noc(C)c1C(=O)N(C)C[C@@H]1OCc2ccccc2-c2c(n(C)c3ccccc23)C(=O)N([C@H](C)CO)C[C@H]1C | 0.0 | -4 | -7 | 3

No. | Xi reactivation | FN deposition inh | esBAF inh | RAD54 branch
31 | 0.0 | 31* | 9 | -5
32 | -0.1 | -1 | 15 | -11
33 | -0.3 | -3 | 4 | -6
34 | 0.4 | -12 | . | 8
35 | 0.0 | -9&-2 | 0&3&-1 | 11&3&8
36 | -0.1 | 7 | . | .
37 | -0.1 | . | -6 | 11
38 | 0.0 | -14 | -1 | 0
39 | 0.0 | 6 | . | .
40 | 0.0 | 3 | 4 | -7
41 | 0.4&-1.0 | 5&-5 | 0 | -1
